Source: PubChem BioAssay (Sanford-Burnham Center for Chemical Genomics)
VHR inh color: VHR1 phosphatase inhibitors, primary screen, biochemical, colorimetric, HTS. AID 1992, 2009. actives 0.7% (n = 50,000). recombinant VHR phosphatase, colorimetric substrate read-out. inhibition, % at 20 µM. Dual specificity protein phosphatase 3 (Homo sapiens), P51452; in the data active = inhibition above about 60%; note: some results filed as inactive read as strong as hits
Target sequence (P51452 whole entry, looked up): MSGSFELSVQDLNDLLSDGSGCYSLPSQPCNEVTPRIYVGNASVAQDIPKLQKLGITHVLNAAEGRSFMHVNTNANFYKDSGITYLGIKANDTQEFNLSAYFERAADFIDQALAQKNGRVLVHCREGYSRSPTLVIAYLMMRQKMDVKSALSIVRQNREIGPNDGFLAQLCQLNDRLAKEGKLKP
* marks the source's active call; other numbers are inactive results.

SMILES | VHR inh color
COc1cc([N+](=O)[O-])ccc1NC(=O)/C=C/c1ccc(OC)c(OC)c1 | -5.9
COC(=O)c1cc(NC(=O)c2cc3ccccc3oc2=O)cc(C(=O)OC)c1 | -43.9
CCC(=O)c1ccc(N2CCN(C(=O)c3ccc(F)cc3)CC2)c(F)c1 | 0.6
CC1(C(=O)NCc2cccnc2)CC2c3ccccc3C1c1ccccc12 (stereo not drawn) | 14.1
Cc1ccc(NC(=O)c2ccc(-c3ccc(Cl)cc3Cl)o2)c([N+](=O)[O-])c1 | -3.5
O=C(NC(=S)Nc1ccc(Cl)c(Cl)c1)c1ccc(Cl)cc1 | 4.4
CCOC(=O)C(=O)Nc1nc(C23CC4CC(CC(C4)C2)C3)cs1 | -9.1
O=c1/c(=C/c2ccc(-c3ccccc3)o2)sc2nc3ccccc3n12 | 2.9
CCOC(=O)c1ccc(Nc2c(N)c(=O)oc3ccccc23)cc1 | -38.7
CC1=CC(C)(C)N(Cc2ccc([N+](=O)[O-])cc2)c2cc(C)ccc21 | 9.5
O=S1(=O)N=C(SCCO)c2ccccc21 | 5.8
Brc1ccc(OCCCN2CCOCC2)cc1 | -7.4
Cc1ccc(OCC(=O)Nc2ncc(S(=O)(=O)c3ccc([N+](=O)[O-])cc3)s2)c(C(C)(C)C)c1 | -5.8
COc1cccc(C2=NN(C(=O)CCc3ccccc3)C(O)(C(F)(F)F)C2)c1 (stereo not drawn) | -10.8
CC1=C(C#N)c2nc(N)c(C#N)c(C)c2/C1=C/c1ccc(-c2ccc([N+](=O)[O-])cc2C)o1 | 7.3
O=C(Nc1ccc(Cl)cc1)c1cc2n(n1)C(C(F)(F)F)CC(c1ccco1)N2 (stereo not drawn) | -13.4
COc1ccccc1NC(=O)c1ccc(C)o1 | 21.9
CCC1=NN2C(=N)/C(=C/c3ccc(OC)c(OC)c3)C(=O)N=C2S1 | -2.5
O=C(O)c1sc2ccccc2c1Cl | -12.8
Cc1cc(Cl)ccc1OCC(=O)Nc1ccccc1C(N)=O | 8.9

For convenience, 7 of the compounds above.
SMILES | VHR inh color
COc1cc([N+](=O)[O-])ccc1NC(=O)/C=C/c1ccc(OC)c(OC)c1 | -5.9
COC(=O)c1cc(NC(=O)c2cc3ccccc3oc2=O)cc(C(=O)OC)c1 | -43.9
CCC(=O)c1ccc(N2CCN(C(=O)c3ccc(F)cc3)CC2)c(F)c1 | 0.6
CC1(C(=O)NCc2cccnc2)CC2c3ccccc3C1c1ccccc12 (stereo not drawn) | 14.1
Cc1ccc(NC(=O)c2ccc(-c3ccc(Cl)cc3Cl)o2)c([N+](=O)[O-])c1 | -3.5
O=C(NC(=S)Nc1ccc(Cl)c(Cl)c1)c1ccc(Cl)cc1 | 4.4
CCOC(=O)C(=O)Nc1nc(C23CC4CC(CC(C4)C2)C3)cs1 | -9.1

(continued)
SMILES | VHR inh color
NC(=O)Nc1ccc(C23CC4CC(CC(C4)C2)C3)cc1 | -9.1
COC(=O)c1cccc(NC(=O)c2ccccc2OC)c1 | -3.3
CCOC(=O)c1sc(NC(=O)CCOc2ccccc2)c(C(=O)OCC)c1C | -10.9
CCOc1ccc(C=NN2CCN(c3ccccn3)CC2)cc1 | 8.9
O=C(N/N=C/c1cccc([N+](=O)[O-])c1)c1cc[n+](CCO)cc1 | -26.1
S=C(NCCSc1ccccn1)Nc1ccccc1 | 8.4
COC(=O)c1ccccc1NC(=O)CN(c1cccc(Cl)c1)S(C)(=O)=O | -1.9
COc1ccccc1CN/C(C)=C(\C#N)C(N)=O | -14.1
CN(C)c1cccc(C(=O)NCCc2ccccc2)c1 | -0.1
CN(C)c1ccc(/C=N/Nc2nnc(-c3ccccc3)c(-c3ccccc3)n2)cc1 | -15.1
CCCCOc1cccc(C(=O)Nc2ccc([N+](=O)[O-])cc2OC)c1 | -6.0
O=C(NCCCCOc1ccccc1)C(O)(c1ccc(F)cc1)c1ccc(F)cc1 | -3.5
C=CCn1c(SCC(=O)OCC)nc2sc3c(c2c1=O)CCC3 | 9.4
Cc1ccc(-c2cc(C(=O)Nc3cccc(F)c3)c3ccccc3n2)o1 | 61.6
O=C(CNc1cccc2ccccc12)c1ccc([N+](=O)[O-])cc1 | -20.2
Clc1ccc(-c2nc(N3CCCC3)c3ccccc3n2)cc1 | 0.9
O=C(c1ccccc1CCc1ccccc1)N1CCCc2ccccc21 | -47.0
O=C(/C=C/c1ccco1)Nc1ccc(Cl)cc1C(=O)O | -9.3
COC(=O)CN1C(CCN2CCOCC2)=Nc2ccc(Br)cc2C1c1ccccc1 (stereo not drawn) | 65.2
O=C(NNC(=O)C1CCCCC1)c1ccccc1Cl | -6.8

Shown field by field: 4 of the compounds above.
O=C(Nc1ccc(Cl)cc1)c1cc2n(n1)C(C(F)(F)F)CC(c1ccco1)N2 (stereo not drawn)
- VHR inh color: -13.4
COc1ccccc1NC(=O)c1ccc(C)o1
- VHR inh color: 21.9
CC1=C(C#N)c2nc(N)c(C#N)c(C)c2/C1=C/c1ccc(-c2ccc([N+](=O)[O-])cc2C)o1
- VHR inh color: 7.3
S=C(NCCSc1ccccn1)Nc1ccccc1
- VHR inh color: 8.4

Carrying on.
SMILES | VHR inh color
Cc1cc(C)c2[nH]c(O)c(N=NC(=O)/C(=C\c3ccc([N+](=O)[O-])cc3)NC(=O)c3ccccc3)c2c1 | -16.7
Cc1cc(-n2c(C)cc(C=O)c2C)cc(C)c1Br | -3.2
CCCC(=Nc1ccc(OC)cc1)C1=C(O)CC(C)(C)CC1=O | -21.1
COC(=O)C1=C(C)N(C)C(C)=C(C(=O)OC)C1c1cc(Br)ccc1OC | -4.5
CCOc1ccc(Nc2ccc3noc4c3c2C(=O)c2ccccc2-4)cc1 | 0.4
O=C1NN(c2ccc(F)cc2)C(=O)/C1=C\c1ccc(F)cc1 | 4.2
CCOC(=O)c1c(NC(=O)c2ccc(C)o2)sc2c1CCCCCC2 | -5.0
COc1ccccc1/C=C1/SC(=S)N(C(C)C(=O)O)C1=O (stereo not drawn) | 32.3
Cc1occc1C(=O)Nc1ccc([N+](=O)[O-])cc1Cl | 6.2
CCCN1C(=O)c2ccccc2NC1c1ccc(O)c(OC)c1 (stereo not drawn) | 8.4
O=C(Cc1ccc([N+](=O)[O-])cc1)Nc1ccc(F)cc1F | -7.9
CCOc1ccccc1N(CC(=O)NC1CCCC1)S(=O)(=O)c1ccccc1 | -5.1
COC(=O)COc1ccc(/C=C2\C(=O)NC(=O)N(C)C2=O)cc1OC | -6.7
O=C(NCc1ccc(Cl)cc1)C(=O)Nc1cccc2ccccc12 | 11.2
O=C(NCCN1CCCCC1)c1ccc(/C=N/O)nc1 | -11.6
O=C(NCCN1CCOCC1)c1nn2c(C(F)(F)F)cc(-c3ccccc3)nc2c1Cl | -32.3
Cc1cccc(N2C(=O)/C(=C/c3ccccc3[N+](=O)[O-])SC2=S)c1 | -25.6
COC(=O)C1=CNC=C(C(=O)OC)C1c1ccc(C)cc1 | -3.7
O/C(=C/c1nc2ccccc2nc1/C=C(/O)c1ccccc1)c1ccccc1 | -14.6
CCOC(=O)c1ccc(NC(=O)c2cccc([N+](=O)[O-])c2C)cc1 | 5.5
CCOc1ccc(NC(=O)c2cc(Cl)ccc2[N+](=O)[O-])cc1 | -13.0
CCCCNC(=S)NNC(=O)C12CC3CC(CC(C3)C1)C2 | 1.6
O=C(O)c1ccc(C(=O)c2ccccc2)o1 | 6.9
O=C(Nc1cccc(Cl)c1)Nc1nnc(COc2ccc(F)cc2)s1 | -28.4
Cc1ccc(NC(=O)COc2ccc(Br)cc2)c([N+](=O)[O-])c1 | -0.2
CCOC(=O)C1(C)C=C(Nc2ccc(C)cc2)C(=O)N1c1ccc(C)cc1 (stereo not drawn) | 14.5
O=C/C(=C\Nc1ccc(Br)cn1)c1nc2cc(Cl)ccc2o1 | -10.2
CCOC(=O)c1sc(NC(=O)CC(c2ccccc2)c2ccccc2)c(C(N)=O)c1C | -5.5
CCCC(C)NC(=O)c1ccc(Cl)c([N+](=O)[O-])c1 (stereo not drawn) | -33.6
COc1ccc(C(=O)N/C(=C\c2ccc(-c3cccc([N+](=O)[O-])c3)o2)C(=O)NCCN2CCOCC2)cc1 | -10.8
COc1ccccc1OCCNC(=O)c1ccc(F)c2ccccc12 | 5.2
O=C(CSc1nc2ccccc2n1Cc1ccccc1)N/N=C/c1ccccc1Br | -2.6
C/C(=C\COc1cc(=O)[nH]c2ccccc12)CCC1OC(C)(C)OC1(C)C (stereo not drawn) | 1.4
Cc1sc2nc(SCC(=O)NCCO)[nH]c(=O)c2c1C | -4.3
CC1=C(C(=O)Nc2ccc(Br)cc2)C(c2ccccc2Br)NC(=O)N1 (stereo not drawn) | -7.5
CS(=O)(=O)N(CC(=O)N1CCCC1)c1ccc(Cl)cc1 | -13.1
CCOc1ccc(NC(=O)CN(c2cc(C)cc(C)c2)S(=O)(=O)c2ccccc2)cc1 | 6.1
COc1ccc(-n2c(NN)nc3sc4c(c3c2=O)CCCC4)cc1 | 15.4
NC(=O)c1cccc(S(=O)(=O)N2CCOCC2)c1 | 6.1
CC(C)OCCCNC(=O)C(=O)NCc1cccc(CNC(=O)C(=O)NCCCOC(C)C)c1 | -3.3
COC(=O)c1c(NC(=O)c2c(F)cccc2F)sc2c1CCC(C(C)(C)C)C2 (stereo not drawn) | 11.5
Cc1ccc(-c2ccc(/C=N/n3nnnc3N)o2)cc1Cl | -32.7
CC1=CC(C)(C)N(C(=O)COc2nc3ccccc3s2)c2ccccc21 | -14.9
CC(C)OC(=O)C1C(=O)CC(C)(O)C(C(=O)OC(C)C)C1c1ccc(F)cc1 (stereo not drawn) | -4.5
COC(=O)C1=C(C)NC2=C(C(=O)CC(c3ccc4c(c3)OCO4)C2)C1c1ccc(Br)cc1 (stereo not drawn) | 3.3
CC(C)N(C(=O)CSc1nc2ccccc2s1)c1ccccc1 | -15.7
C/C(=N/Nc1nc(-c2ccccc2)cs1)C(C)(C)C | 43.5
COC(=O)c1cc(C(=O)N2CCN(c3ccccc3OC)CC2)cc([N+](=O)[O-])c1 | -34.0
NS(=O)(=O)c1ccc(NC(=S)Nc2ccc(F)cc2)cc1 | -5.0
N#C/C(=C(/O)c1ccc([N+](=O)[O-])cc1)c1nc2ccccc2[nH]1 | 7.4
CSc1ccccc1C(=O)O/N=C(\c1ccncc1)c1ccc([N+](=O)[O-])cc1 | -12.9
CC(=O)NCC1OCCc2ccccc21 (stereo not drawn) | 100.9
Cc1sc2nc(-c3cc(Cl)ccc3O)[nH]c(=O)c2c1C | 2.6
COc1cccc(/C=C2\SC(=S)N(NC(=O)c3cccc([N+](=O)[O-])c3)C2=O)c1 | -38.7
Cc1cc(NNC(=O)c2ccccc2O)c2cccc(C)c2n1 | 5.7
N#CC(C#N)=CNc1ccc([N+](=O)[O-])cc1 | -12.9
COc1cc(/C=N\NC(=O)COc2cccc(Cl)c2)ccc1OC(=O)c1cc(OC)c(OC)c(OC)c1 | -4.6
COc1ccc2c(c1)-c1c(sn(-c3cc(C)cc(C)c3)c1=S)C(C)(C)N2 | -49.1
CCOc1cc(C=C2C(=O)NC(=O)NC2=O)ccc1OCCOCCOc1ccc(C)cc1 | 15.0
COc1cc(CN2CCN(C(=O)CC(C)C)CC2)cc(OC)c1O | -15.4

(next part)
SMILES | VHR inh color
COc1ccc(C(=O)Nc2cccc(-c3nc4ccccc4s3)c2)cc1Br | -3.2
CC(C)(C)C(=O)/C=C(O)\C(O)=C/C(=O)C(C)(C)C | -8.9
Brc1ccc2c(c1)c(-c1ccccc1)nc1nnnn12 | -5.6
CCCCN(CCCC)CCCCSc1ccc(O)cc1 | -8.2
Cc1ccc(-c2csc(Nc3cccc(O)c3)n2)c(C)c1 | -13.5
O=C(/C=C/c1ccc2c(c1)OCO2)NC(c1ccccc1)c1ccccc1 | 17.7
Cc1cccc(C(=O)Nc2ccc(C(=O)/C=C/c3cccs3)cc2)c1 | -4.4
COc1cc(OC)c(OC)cc1C=NNC(=O)Cn1nnc2ccccc21 | -15.0
COc1ccc(C2C(C(C)=O)=C(O)C(=O)N2CCN(C)C)cc1 (stereo not drawn) | -5.5
COc1ccc(-c2cc(=O)n3[nH]c(-c4ccccc4)c(C)c3n2)cc1 | -16.0
COc1ccccc1N=C(NOCc1ccc(Cl)cc1Cl)c1nonc1N | 4.8
COc1cc(/C=C2/SC(=S)N(Cc3ccccc3)C2=O)ccc1OCC#N | -14.0
Fc1ccc(NC(=S)N2CCCC2)cc1 | 2.3
COc1ccc(C2CC(C(F)(F)F)n3nc(C(=O)N4CCN(c5ccccc5)CC4)c(Cl)c3N2)cc1OC (stereo not drawn) | 13.6
CCOc1ccc(N(CC(=O)N[C@@H]2C[C@H]3CC[C@@H]2C3)S(C)(=O)=O)cc1 | -1.3
COc1cccc(OC)c1C(=O)Nc1sc(C)c(C)c1C(N)=O | -46.6
Cc1cc(C=Nc2ccccc2)c(O)s1 | 28.9
O=C(Nc1ccc(NC(=O)c2ccc([N+](=O)[O-])cc2Cl)cc1)c1ccco1 | -12.9
Cc1c(NC(=O)c2cccc(I)c2)cccc1[N+](=O)[O-] | -15.6
Cc1ccc(C(=O)Nc2ccccc2C(=O)N2CCOCC2)cc1 | -13.3
CCOc1cc(/C=C2\C=C(c3ccc(C)cc3)OC2=O)ccc1OC(C)=O | -5.8
Cc1ccc(N2C(=O)CC(NCCc3ccc(Cl)cc3)C2=O)cc1Cl (stereo not drawn) | -1.7
Cc1oc(C(C)(C)C)cc1C(=O)Nc1ccc(NC(=O)C(=O)O)cc1 | 7.9
Cc1ccc(NC(=O)CN(c2cccc(Br)c2)S(=O)(=O)c2ccccc2)cc1 | -4.7
CC(C)(C)NCCOc1ccc(Cl)cc1Cl | 5.1
CCNC(=O)CN(c1ccccc1OCC)S(=O)(=O)c1ccccc1 | -6.7
CCSc1nnc(NC(=O)c2sc3ccccc3c2Cl)s1 | -5.7
O=C1NC(=Nc2ccc(F)cc2)S/C1=C\c1ccco1 | 47.0

Only part of the results is shown (hit frequency here may not be typical).
